M17LAP inhibition – P. falciparum M17LAP inhibitors, primary screen, biochemical, fluorogenic H-Leu-NHMec substrate, 1536-well (AID 1619); inhibition, % at 30 µM; hits with a dose series show IC50 in µM; recombinant M17LAP, H-Leu-NHMec fluorogenic kinetic assay; higher % means a stronger effect; hit rate 0.38% among 220,000;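 active = compound inhibiting the enzyme by more than half at any dose during confirmatory dose-response retesting; inconclusive = strong single-dose inhibitors picked by rank but not retested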;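 also: plate controls were full reaction with DMSO carrier for no effect and no enzyme background for full effect; strong numbers were not always called active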
XIAP displacement – small molecules displacing peptide from XIAP – biochemical, IAP family, fluorescence polarization (AID 1018); XIAP BIR domain, fluorescence polarization peptide displacement; higher % means a stronger effect; displacement, % at 20 µM; hits with a dose series show IC50 in µM; hit rate 0.007% among 200,000; in the data active = displacement above about 50%; also: a part of the inactive calls stands beside numbers as strong as those of hits
LYP inhibition – inhibitors of LYP phosphatase, biochemical, fluorescence intensity, uHTS (AID 1779) | inhibition, % at 11.5 µM, or IC50 in µM where a hit was titrated | recombinant LYP phosphatase, fluorescence intensity; higher % means a stronger effect | hit rate 0.054% among 290,000;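 also: plate controls were vehicle with enzyme for no effect and no enzyme for full effect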
PMI inhibitors – inhibitors of human PMI, primary screen, biochemical, fluorescence intensity, coupled assay (AID 1209); hit rate 0.42% among 190,000; inhibition, % at 20 µM, or IC50 in µM where a hit was titrated; purified PMI enzyme, coupled fluorescence intensity; higher % means a stronger effect;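 also: plate controls were DMSO vehicle for no effect and wells lacking substrate for full effect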
AID2073 – inhibitors of Mint1-CaV2.2 protein interaction, biochemical, HTRF (AID 2073); HTRF protein-protein interaction, Mint1-CaV2.2; higher % means a stronger effect; inhibition, % at 20 µM; hits with a dose series show IC50 in µM; hit rate 0.19% among 290,000; in the data active = inhibition mostly above about 51%, no sharp cut-off; inconclusive = no clear call, values can overlap the other calls; inactive = mostly below about 53%; also: some results filed as inactive read as strong as hits
Dynein cargo inh – dynein cargo transport inhibition; z-score, hits read low; 3617.4 mouse cells, GR-EGFP nuclear translocation imaging; test concentration mostly 20 µM; stimulated with dexamethasone, 1 µM; stronger effect = lower value; hit rate 0.47% among 220,000;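 active = plate z-score of nuclear minus cytoplasmic receptor signal below a set negative limit, without overly bright fluorescence or cell loss, cut at about -3.5 in these data, passing the limit was not always enough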;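 also: z-score of nuclear minus cytoplasmic ring GR-EGFP intensity difference per well; some compounds called inactive have numbers as strong as hits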
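Buffer or medium – tet-free medium with charcoal-stripped serum · Signal – automated 10x imaging of fixed Hoechst-stained cells · Also added – dexamethasone agonist, 1.0 µM final, for 30 min · Incubation – induction 48 h, compound 1 h, agonist 30 min · Read-out – GR-EGFP nuclear translocation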
human PMI inhibitors – human PMI inhibitors, high substrate, primary screen, biochemical, fluorescence intensity, high mannose 6-phosphate (AID 1220). recombinant PMI enzyme, coupled fluorescence intensity; higher % means a stronger effect. one-dose inhibition, % at 20 µM; IC50 in µM for titrated hits. hit rate 0.66% among 190,000
Siah-1 displacement – Siah-1 peptide-binding antagonists, primary screen, biochemical, fluorescence polarization, rhodamine-plectin, uHTS (AID 1817) | Siah-1 / rhodamine-plectin peptide fluorescence polarization; higher % means a stronger effect | displacement, % at 20 µM, or IC50 in µM where a hit was titrated | hit rate 0.02% among 290,000;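 active = displacement of at least 50% at 20 µM, with a fluorescence ratio check between 0.3 and a set limit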;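 also: plate controls were Siah plus tracer with DMSO for no effect and tracer alone without Siah for full effect; strong numbers were not always called active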
M1AAP inhibition – malaria alanyl aminopeptidase activity blockers – biochemical, fluorogenic H-Leu-NHMec substrate, 1536-well (AID 1445); recombinant M1AAP, H-Leu-NHMec fluorogenic kinetic assay; higher % means a stronger effect; inhibition, % at 30 µM; hits with a dose series show IC50 in µM; hit rate 0.42% among 220,000;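 active = primary inhibition above the hit cutoff, then over 50% inhibition at one or more dose response concentrations, cut at about 23% in these data, passing the limit was not always enough; inconclusive = conflicting primary data, or primary hits not chosen for dose response; inactive = low primary inhibition, or under 50% at every dose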;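 also: plate controls were DMSO full reaction for no effect and no enzyme background for full effect; strong numbers were not always called active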
Dynein cargo inh cytoplasmic EGFP – recorded beside Dynein cargo inh, whose call it bears; z-score; measured here: cytoplasmic GR-EGFP intensity; stronger effect = higher value
Dynein cargo inh nuclear GR-EGFP – also measured in Dynein cargo inh; calls as there; z-score; measured here: nuclear GR-EGFP intensity;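 lower value marks the stronger effect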
Dynein cargo inh cell count – also measured in Dynein cargo inh; calls as there; z-score; measured here: cell count per field
Starred values were filed as active, the others as inactive; ? = inconclusive; . = not tested or not shown. Rule as the data show it, unless noted: active = inhibition above about 50%; inactive = the rest.

SMILES	M17LAP inhibition	XIAP displacement	LYP inhibition	PMI inhibitors	AID2073	Dynein cargo inh	Dynein cargo inh cytoplasmic EGFP	Dynein cargo inh nuclear GR-EGFP	Dynein cargo inh cell count	human PMI inhibitors	Siah-1 displacement	M1AAP inhibition
CCOc1cccc(N2C(=O)CC(NCc3ccc(S(N)(=O)=O)cc3)C2=O)c1 (stereo unspecified)	-5%	1.0%	-7%	3%	2%	0.29	-0.21	0.33	-0.81	0%	1%	3%
Cn1cccc1C(=O)NC(=O)COC(=O)Cc1coc2ccc3ccccc3c12	0%	-8.8%	9%	8%	20%	-0.22	-0.25	0.26	0.28	30%	-3%	4%
CN1C(=O)C2(c3ccccc31)c1c(oc3ccccc3c1=O)C(=O)N2CCO (stereo unspecified)	-17%	.	-8%	.	?	0.22	0.86	0.29	-0.31	.	-2%	-1%
O=c1[nH]c2ccc(S(=O)(=O)N3CCN(c4ccccc4F)CC3)cc2s1	3%	-2.8%	-1%	19%	-2%	-0.83	-0.21	-0.16	0.16	11%	3%	0%
COc1ccc(NC(=O)c2ccc(NC(=O)COC(=O)CC(NC(=O)c3ccccc3Cl)c3ccccc3)cc2)cc1 (stereo unspecified)	-5%	-9.0%	3%	10%	20%	-0.65	-0.22	0.48	0.079	12%	6%	3%
Cc1c(Cl)cccc1NC(=O)CCN1CCCC(C)C1 (stereo unspecified)	-4%	-2.0%	-6%	3%	9%	-0.66	-0.2	0.023	0.79	5%	3%	6%
CC1CC1C(=O)OCC(=O)Nc1ccc(N=Nc2ccccc2)cc1 (stereo unspecified)	8%	-8.4%	-6%	14%	-5%	0.32	-0.099	0.26	-0.1	13%	6%	7%
COc1ccc(NC(=O)CN2CCC(Cc3ccccc3)CC2)cc1S(=O)(=O)N1CCOCC1	-20%	-5.5%	-2%	9%	-1%	0.63	-0.18	0.097	-0.68	-5%	-4%	3%
Cc1ccc(-n2nnnc2SCC(=O)Nc2sc(C)c(C)c2C#N)cc1C	-1%	-6.6%	-5%	9%	-4%	-0.39	0.029	-0.41	1.2	12%	-3%	-1%
CC(=O)NC1(C(=O)O)CCCC1	9%	.	1%	.	5%	-0.4	-0.23	-0.22	0.72	.	0%	2%
COc1cccc(C2=NOC(C(=O)Nc3c(C)n(C)n(-c4ccccc4)c3=O)C2)c1 (stereo unspecified)	-6%	.	-6%	.	12%	-0.42	-0.25	-0.25	0.93	.	-4%	6%
O=C(Nc1ccc(Cl)cc1)[C@@H]1[C@@H]2C(=O)N(c3ccc(Cl)cc3Cl)C(=O)[C@@H]2[C@H]2C=CC=NN21	19%	-10%	-3%	-42%	8%	0.46	-0.14	0.33	-0.36	-77%	2%	1%
Cc1cc(C)nc(N2CCC(C(=O)NCCc3ccccc3)CC2)n1	2%	-3.2%	-4%	8%	2%	-0.85	-0.032	-0.14	0.22	7%	0%	6%
Cc1cc(C)c2nc(SCC#N)cc(C)c2c1	-5%	0.6%	1%	9%	-15%	-1.2	-0.2	-0.48	0.51	8%	4%	-2%
CCCS(=O)(=O)Nc1c(C(=O)O)[nH]c2ccc(OC)cc12	-46%	.	-10%	.	26%	-0.64	-0.26	-0.22	1.2	.	1%	7%
S=C(Nc1ccccc1)N1CCN(C(=S)Nc2ccccc2)CC1	5%	-2.3%	-2%	-5%	7%	0.97	0.43	1.1	-2.3	-2%	-1%	0%
Cc1ccc(C)c2[nH]c(=O)c(CCNC(=O)CC(C)(C)C)cc12	15%	-16%	-3%	2%	0%	-1.2	-0.24	-0.49	0.54	5%	1%	4%
O=C(c1ccccc1)N1CCN(C2CCCCC2)CC1	5%	-1.6%	-5%	-5%	-1%	3.8	0.67	7.2	-3.2	-5%	1%	-1%
O=C1c2ccc(-c3ccc4c(c3)C(=O)N(CCCO)C4=O)cc2C(=O)N1CCCO	3%	.	-9%	.	18%	-0.22	-0.24	0.31	0.5	.	-1%	4%
Cc1ccc(NC(=O)c2cncc(Br)c2)c(O)c1	-1%	1.2%	-4%	3%	8%	-0.094	-0.26	-0.05	-0.16	5%	4%	-3%
Cc1noc(C)c1COC(=O)CCCc1c[nH]c2ccccc12	14%	-6.1%	1%	22%	12%	1.9	-0.12	2.1	-0.89	9%	-5%	4%
Oc1ccc(C=Nc2ccccc2-c2nc3ccccc3[nH]2)cc1	-26%	-5.7%	0%	18%	23%	-0.51	-0.24	-0.51	0.32	28%	-2%	14%
Cc1ccsc1CN1CCN(c2ccccn2)CC1	-29%	-0.5%	-3%	3%	2%	-0.58	-0.22	0.51	0.37	1%	3%	-6%
O=C(Oc1nsnc1N1CCOCC1)N1CCOCC1	-3%	-0.6%	-1%	3%	5%	1.8	-0.3	1.4	-1.9	7%	3%	-1%
CCCc1nc2ccccc2c(NC(=O)CN(CC)CC)c1CC	2%	-3.7%	-2%	-26%	-5%	-0.55	-0.3	-0.21	0.74	-13%	2%	7%
COc1cc(/C=N/Nc2ccc(F)cc2F)cc(OC)c1OC	13%	-2.3%	-2%	-16%	-5%	-0.57	-0.24	-0.48	0.32	-47%	2%	9%
CCNc1c(N)c(=O)oc2ccccc12	21%	-11%	-2%	9%	9%	-0.85	-0.18	-0.19	0.39	11%	6%	5%
CCOC(=O)c1cccc(NC(=O)/C=C/c2ccc([N+](=O)[O-])cc2)c1	1%	-8.7%	4%	16%	17%	-0.25	-0.18	-0.32	0.29	5%	-2%	15%
CS(=O)(=O)Nc1ccc(Br)cc1C(=O)c1ccccc1	-7%	-9.4%	-3%	-2%	3%	0.97	0.0076	0.61	-0.31	-13%	-5%	-8%
CC(=O)c1cccc(NC(=O)c2ccc(C(=O)Nc3cccc(C(C)=O)c3)nc2)c1	4%	-7.6%	-2%	-4%	-12%	-1.2	-0.28	-0.49	1.1	2%	13%	5%
CC(=O)Nc1ccc(S(=O)(=O)NCc2ccc(C)cc2)cc1	-7%	-2.5%	-10%	6%	4%	-0.3	-0.094	-0.059	0.24	2%	4%	-8%
COCCNCC(=O)N1CCCCCC1	-11%	-9.4%	-4%	-3%	-6%	0.61	-0.27	0.042	0.6	-2%	-2%	-4%
CCN(CC)S(=O)(=O)c1ccc(NC(=O)c2cccs2)cc1	-12%	-1.1%	-3%	.	0%	0.61	-0.15	0.34	-0.75	.	0%	9%
Cc1occc1-c1nnc(SCC(=O)N2CCCc3ccccc32)n1Cc1ccco1	1%	-3.1%	0%	4%	-4%	1.2	0.11	0.58	-0.58	-2%	5%	4%
O=C(Nc1ccc(F)cc1)N1CCOCC1	-6%	-3.7%	-10%	14%	4%	0.14	-0.39	0.41	0.0089	2%	-2%	1%
COc1ccccc1N1CCN(C(=O)c2ccccc2Oc2ccccc2)CC1	12%	5.2%	1%	-5%	2%	-0.06	-0.31	-0.005	-0.47	-3%	-9%	9%
Cn1cc(S(=O)(=O)N2CCN(C(=O)c3ccco3)CC2)c(=O)n(C)c1=O	-6%	-4.2%	-7%	-3%	-6%	2	0.11	1.3	-1.5	-13%	-4%	-3%
CC(=O)c1c(C)[nH]c(C(=O)OCc2c(F)cccc2Cl)c1C	0%	-7.8%	-10%	3%	12%	-0.92	-0.32	-0.54	0.43	-1%	11%	0%
COc1cc2c(C#N)c(N3CCCCC3)nc(N)c2c(N)n1	-6%	-4.0%	-1%	67%*	27%	2	-0.13	0.48	-0.6	.	6%	6%
COCc1cc(C)nc(OCC(=O)N/N=C/c2ccc(C)cc2)c1C#N	15%	.	-4%	.	7%	0.097	-0.23	0.18	0.13	.	-8%	0%

Random excerpt: 3 records from the list
SMILES	M17LAP inhibition	XIAP displacement	LYP inhibition	PMI inhibitors	AID2073	Dynein cargo inh	Dynein cargo inh cytoplasmic EGFP	Dynein cargo inh nuclear GR-EGFP	Dynein cargo inh cell count	human PMI inhibitors	Siah-1 displacement	M1AAP inhibition
O=C(Nc1ccc(F)cc1)N1CCOCC1	-6%	-3.7%	-10%	14%	4%	0.14	-0.39	0.41	0.0089	2%	-2%	1%
Cc1ccc(-n2nnnc2SCC(=O)Nc2sc(C)c(C)c2C#N)cc1C	-1%	-6.6%	-5%	9%	-4%	-0.39	0.029	-0.41	1.2	12%	-3%	-1%
Cc1noc(C)c1COC(=O)CCCc1c[nH]c2ccccc12	14%	-6.1%	1%	22%	12%	1.9	-0.12	2.1	-0.89	9%	-5%	4%

Next part.
SMILES	M17LAP inhibition	XIAP displacement	LYP inhibition	PMI inhibitors	AID2073	Dynein cargo inh	Dynein cargo inh cytoplasmic EGFP	Dynein cargo inh nuclear GR-EGFP	Dynein cargo inh cell count	human PMI inhibitors	Siah-1 displacement	M1AAP inhibition
Cc1ccc(O)c(C(CC(=O)NCc2cccnc2)c2ccccc2)c1 (stereo unspecified)	1%	-3.6%	-12%	10%	10%	0.71	-0.26	0.6	0.19	13%	1%	-1%
C#CCSc1nc2ccccc2n1C(=O)c1ccc(S(=O)(=O)N2CCCCC2)cc1	1%	-9.3%	-3%	-1%	6%	0.26	-0.31	-0.058	-0.17	-6%	0%	4%
CSc1nsc(SC)c1C(=O)O	-3%	-7.1%	-7%	-29%	-10%	0.3	-0.27	0.22	0.88	-17%	-5%	1%
CCc1sc(C(=O)N2CCc3ccccc32)cc1C	12%	0.8%	-4%	-8%	5%	0.94	0.0064	0.44	0.12	-3%	4%	4%
COCCN1Cc2cccc(C(=O)Nc3cccc(-c4nc5ccccc5[nH]4)c3)c2C1=O	-6%	.	2%	.	?	0.39	-0.23	0.82	-0.22	.	-2%	-1%
O=S(=O)(/N=C/c1c(O)ccc2ccccc12)c1cccs1	10%	-4.5%	-5%	38%	-2%	-0.84	-0.12	-0.32	0.55	28%	-7%	-11%
CC1(C)CC(=O)C2=C(C1)N(c1cccc(O)c1)C1=C(C2)C(=O)CC(C)(C)C1	-17%	-18%	3%	-45%	54%	-2.9	0.9	-1.5	0.32	-87%	3%	13%
COc1ccc(C(=O)N(C)C2CCN(C)CC2)cc1S(=O)(=O)Nc1cc(Cl)ccc1Cl	-2%	.	-11%	.	10%	-0.11	-0.086	-0.013	0.43	.	-2%	-3%
O=C1CCCC(=O)N1c1ccc(N2CCN(c3ccc([N+](=O)[O-])cc3)CC2)c([N+](=O)[O-])c1	9%	1.2%	6%	10%	0%	-0.097	0.91	0.71	-0.73	6%	8%	5%
COC(=O)CSc1ccc(S(=O)(=O)N2CCCCCC2)cc1[N+](=O)[O-]	2%	-4.6%	-3%	-13%	24%	1.6	-0.31	1.1	-0.84	-14%	3%	5%
CCOC(=O)N1CCN(C(=O)c2cc(OCC)c(OCC)c(OCC)c2)CC1	.	-5.3%	-4%	-4%	2%	-0.15	-0.29	0.3	0.089	-7%	1%	.
